Assay outcomes: PubChem BioAssay, several laboratories
VIM-2 inh: VIM-2 metallo-beta-lactamase inhibitors, primary screen, biochemical, epi-absorbance readout, Pseudomonas aeruginosa enzyme | inhibition, % at 5.6 µM | purified VIM-2, nitrocefin hydrolysis, epi-absorbance fluorescence | AID 1527, 2009 | actives 0.89% (n = 290,000);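 active = inhibition above the mean of all tested compounds plus 3 SD, cutoff set per screening run, cut at about 7.5% in these data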;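 also: red hydrolysis product quenches plate fluorescence so inhibitors raise well fluorescence; 0% = enzyme with DMSO and 100% = DMSO without enzyme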
IDE cell inh: human IDE inhibitors in live cells, primary screen, fluorescence polarization, HEK cells, FAbetaB substrate. Insulin-degrading enzyme (Homo sapiens), P14735. FAbetaB cleavage. inhibition, % at 5.59 µM. actives 0.41% (n = 320,000);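 active = percent inhibition above the average of all tested compounds plus 3 SD, set per screening campaign, cut at about 16% in these data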;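 also: IDE supplied by intact live HEK cells; FP after avidin binding of uncleaved biotin substrate so inhibition keeps polarization high; 0% = DMSO wells and 100% = 60 µM reference IDE inhibitor Ii1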
NALP1 inh: NALP1 inflammasome inhibitors in reconstituted yeast, colorimetric, S. cerevisiae, triplicate retest | actives 0.61% (n = 280,000) | S. cerevisiae NALP1/ASC/caspase-1 growth, X-gal OD620, 72 h | AID 2071, 2009 | inhibition, % at 10 µM; in the data active = inhibition mostly above about 24%, no sharp cut-off; inactive = mostly below about 32%; also: some compounds called inactive have numbers as strong as hits
GPR7 antag: GPR7 receptor antagonists, primary screen, cell-based, fluorescence, single concentration. Neuropeptides B/W receptor type 1 (Homo sapiens), P48145. GPR7-expressing cells, fluorescence antagonist assay. inhibition, % at 4.4 µM. actives 1.1% (n = 290,000). AID 1861, 2009; in the data active = inhibition above about 16%, passing the limit was not always enough;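 also: cells stimulated with the agonist NPW; 0% = agonist with vehicle and 100% = vehicle without agonist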
Target sequence (P48145 whole entry, looked up): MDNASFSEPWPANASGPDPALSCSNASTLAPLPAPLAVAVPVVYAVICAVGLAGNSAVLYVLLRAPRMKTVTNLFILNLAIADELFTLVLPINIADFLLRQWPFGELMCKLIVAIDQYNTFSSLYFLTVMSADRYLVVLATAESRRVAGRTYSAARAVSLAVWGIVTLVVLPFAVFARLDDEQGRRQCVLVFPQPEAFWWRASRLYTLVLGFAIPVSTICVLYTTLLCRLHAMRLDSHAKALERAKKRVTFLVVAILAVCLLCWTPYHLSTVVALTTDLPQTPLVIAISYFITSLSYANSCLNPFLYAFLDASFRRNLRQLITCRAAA
IMP-1 inhibitor: IMP-1 metallo-beta-lactamase inhibitors, primary screen, biochemical, epi-absorbance readout, Pseudomonas aeruginosa enzyme. purified IMP-1, nitrocefin hydrolysis, epi-absorbance fluorescence. inhibition, % at 5.6 µM. actives 0.45% (n = 290,000);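 active = inhibition above the mean plus 3 SD of all compounds in the same screening run, cut at about 4.5% in these data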;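 also: 0% = IMP-1 with DMSO and 100% = DMSO wells lacking enzyme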
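system = purified recombinant IMP-1 beta-lactamase | amount = 0.2 nM IMP-1, as dispensed | medium = HEPES buffer pH 7.1 with ZnSO4 and Brij 35 | times = 25 °C, 15 min preincubation, 25 min reaction | detection = plate fluorescence quenching by hydrolysis product, ex 480/em 530 nm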
p-CIP stab down: p/CIP-EGFP fusion destabilizers, primary screen, fluorescence, F442A cells. actives 0.01% (n = 290,000). 16 h. AID 1984, 2009. decrease of EGFP signal, % at 10 µM. Q05BA5;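 active = EGFP signal decrease of at least 30% at 10 µM or well 3 SD below plate mean, unless failing retest; inactive = the rest, including hits failing retest or dose response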; also: some compounds called inactive have numbers as strong as hits; many of its hits are not listed in these tables
M18AAP inhibitor: PfM18AAP inhibitors, malaria aminopeptidase, primary screen, biochemical, QFRET, recombinant enzyme; M18 aspartyl aminopeptidase (Plasmodium falciparum 3D7); H-Glu-NHMec fluorogenic cleavage; inhibition, % at 7.35 µM; actives 1.2% (n = 290,000);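 active = inhibition above the campaign mean inhibition over all tested compounds plus 3 SD, cut at about 28% in these data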;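 also: 0% = plate median of test compound wells and 100% = 2 mM ZnCl2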
PHOSPHO1 inh: PubChem AID 1565; Phosphoethanolamine/phosphocholine phosphatase (Homo sapiens), Q8TCT1; recombinant PHOSPHO1, absorbance phosphatase assay; inhibition, % at 13.3 µM; actives 1.1% (n = 290,000); in the data active = inhibition above about 60%
Target sequence (Q8TCT1 whole entry, looked up): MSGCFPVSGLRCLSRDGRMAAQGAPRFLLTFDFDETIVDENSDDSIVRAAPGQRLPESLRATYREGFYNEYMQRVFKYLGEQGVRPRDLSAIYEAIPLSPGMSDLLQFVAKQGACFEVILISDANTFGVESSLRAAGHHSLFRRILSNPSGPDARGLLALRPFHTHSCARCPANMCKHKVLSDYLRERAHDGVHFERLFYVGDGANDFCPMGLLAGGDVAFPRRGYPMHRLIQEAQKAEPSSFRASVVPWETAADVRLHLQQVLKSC
IDE act: human IDE activators in live cells, primary screen, fluorescence polarization, HEK cells, FAbeta-B substrate | actives 0.073% (n = 340,000) | FAbeta-B cleavage; 0% vehicle, 100% cell-free pure enzyme wells | activation, % at 5.96 µM | Insulin-degrading enzyme (Homo sapiens), P14735;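 active = activation above the mean of all tested compounds plus 3 SD, set per screening campaign, cut at about 17% in these data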
Starred values were filed as active, the others as inactive; . = no result given.

VIM-2 inh	IDE cell inh	NALP1 inh	GPR7 antag	IMP-1 inhibitor	p-CIP stab down	M18AAP inhibitor	PHOSPHO1 inh	IDE act	smiles
-1.5	1	-9	-9	-2.6	-2	-10	16	-1	O=C(NNC(=O)C1CCCN(c2ncccn2)C1)c1ccc(F)cc1 (configuration not stated)
-2.1	0	13	-3	-3.9	11	-4	39	3	O=C(CSc1nc2ccccc2c(=O)n1-c1ccc(SC(F)F)cc1)Nc1ccc(N2CCOCC2)cc1
-0.5	-5	-9	-7	-2.7	12	11	15	2	O=C(CSc1ncccc1C(=O)O)NC12CC3CC(CC(C3)C1)C2
1.7	4	-6	-13	-5.1	-7	-23	-10	-1	COc1ccc(C2OC(=O)c3ccccc3S2)cc1 (configuration not stated)
0.7	2	5	14	0.0	-6	2	-16	0	Cc1ccc(C(=O)CSc2nnc(CNc3ccc(C)cc3C)n2Cc2ccco2)cc1
1.1	4	-30	4	-1.3	-5	2	9	4	COC(=O)C(Nc1nccs1)(OC)C(F)(F)F (configuration not stated)
-2.7	4	2	-12	-2.6	0	4	19	0	COCCNC(=O)C(=O)N/N=C/c1ccc(C(=O)OC)cc1
-0.2	0	9	6	-0.1	-3	7	18	-3	COc1ccc(S(=O)(=O)Nc2ccc(F)c(F)c2)cc1C(=O)N1CCOCC1
-1.6	.	8	-7	-1.5	0	15	22	-3	COc1cc(C2/C(=C(\O)c3ccc4c(c3)OCCO4)C(=O)C(=O)N2Cc2ccco2)cc(OC)c1OC (configuration not stated)
-2.0	-5	-5	-1	-1.4	-11	2	6	0	Cc1ccc(O)c(NC(=O)CCCC(=O)O)c1

Whole records as entered above.
Record of Cc1ccc(O)c(NC(=O)CCCC(=O)O)c1 → VIM-2 inh = -2.0; IDE cell inh = -5; NALP1 inh = -5; GPR7 antag = -1; IMP-1 inhibitor = -1.4; p-CIP stab down = -11; M18AAP inhibitor = 2; PHOSPHO1 inh = 6; IDE act = 0
Record of O=C(CSc1ncccc1C(=O)O)NC12CC3CC(CC(C3)C1)C2 → VIM-2 inh = -0.5; IDE cell inh = -5; NALP1 inh = -9; GPR7 antag = -7; IMP-1 inhibitor = -2.7; p-CIP stab down = 12; M18AAP inhibitor = 11; PHOSPHO1 inh = 15; IDE act = 2

(listing goes on)
VIM-2 inh	IDE cell inh	NALP1 inh	GPR7 antag	IMP-1 inhibitor	p-CIP stab down	M18AAP inhibitor	PHOSPHO1 inh	IDE act	smiles
2.5	8	-11	18	0.6	3	7	12	4	COc1cc(OC)c(OC)cc1CN1CCCC(C(=O)c2sccc2C)C1 (configuration not stated)
-3.3	1	-1	-11	-4.1	33	-3	-6	0	CC(NC(=O)CN(C)CC(=O)Nc1ccc(F)c(F)c1F)c1ccccc1 (configuration not stated)
-3.7	2	34	-21	-3.7	7	4	10	4	Cc1ccccc1-c1nc2ccccc2c(=O)n1C1CCS(=O)(=O)C1 (configuration not stated)
-1.9	1	10	-9	-0.7	20	5	3	-3	Brc1ccc(OCCCOc2cccc3cccnc23)cc1
-0.8	4	12	5	-0.8	-4	4	4	6	CCC(C)NC(=O)c1ccc(CSCc2cccc(F)c2)o1 (configuration not stated)
-4.3	-1	54	-3	-4.8	-23	6	5	8	Cc1ccc(-c2nnc(SCC(=O)N/N=C/c3c(C)nn(-c4ccccc4)c3C)n2-c2ccc(C)cc2)cc1
-2.1	5	.	-8	-1.9	-21	-1	6	-17	Cc1cc(C)cc(NC(=O)CSc2nc3c(c(=O)n2C)SC(C)C3)c1 (configuration not stated)
1.8	4	28	24*	2.3	-11	8	-45	-3	Cc1nn(C)cc1/C=N\NC(=O)Cc1ccc([N+](=O)[O-])cc1
18*	2	12	4	-2.6	-26	4	30	3	CCOc1ccc2nc(C)cc(Nc3ccc4c(c3)OCCO4)c2c1
-6.3	2	0	-10	-3.5	-15	-2	-12	4	S=C(Nc1ccc(Oc2ccc(NC(=S)NC3CCCCC3)cc2)cc1)NC1CCCCC1
-3.4	-1	18	-8	-3.1	-14	-7	19	-2	Cc1ccc(C(=O)NCC(=O)NCCCc2ccccc2)s1
-1.7	4	.	-3	-3.5	.	-2	.	-3	CCOC(=O)c1ccc2c(c1)N(Cc1ccccc1C)C(=O)c1ccccc1S2=O (configuration not stated)
-0.5	-3	1	12	-1.4	-8	-1	45	5	Cc1ccc(S(=O)(=O)Nc2cccnc2)cc1
-2.0	.	22	-1	-1.9	0	0	15	0	CC(C)(C)n1nnnc1C(c1ccccc1F)N1CCN(C2CCCC2)CC1 (configuration not stated)
-4.1	4	-5	19	-2.5	-10	7	27	2	Cc1c(C(=O)Nc2ccc3c(c2)OCCO3)sc2ncnc(N3CCCCC3C)c12 (configuration not stated)
-1.1	0	1	-6	-2.3	-17	-1	38	2	CCCC(=O)NC(=S)Nc1cccc2c(O)cccc12
0.3	-1	20	-19	-1.2	-5	-10	24	8	O=C1NC(c2ccc(O)cc2)Nc2ccccc21 (configuration not stated)
-2.3	-1	13	-18	-3.5	-6	-6	5	-4	COc1ccc(CN2C(=O)c3ccccc3C2C(=O)NCC2CCCO2)c(OC)c1 (configuration not stated)
-0.9	2	10	-4	-2.8	-8	-6	20	-3	CCOC(=O)C1CCN(c2nc(-c3ccccc3)nc3c2oc2ccccc23)CC1
0.1	0	-24	-10	2.5	5	20	.	5	CCNC(=S)N(CCN(CC)CC)Cc1cc2cc3c(cc2[nH]c1=O)OCCO3
0.8	2	11	-5	-2.8	1	21	-3	3	N=c1c2c3c(sc2ncn1N)CCC3
-1.3	-5	-2	-2	-2.3	-4	-13	40	-5	C/C(=N\NC(=O)Cn1ccc(C(F)(F)F)n1)c1ccc2c(c1)OCO2
-4.5	-3	11	2	-3.1	7	3	27	2	CC(=O)NC(CC(=O)NC1CCCc2ccccc21)c1ccccc1 (configuration not stated)
-5.0	1	38*	-24	-2.7	11	2	57	7	CCC(=O)N1CCN(c2ccc(NC(=O)c3ccc(N4CCOCC4)c([N+](=O)[O-])c3)cc2)CC1
-3.3	12	-13	-2	-1.9	1	-2	-7	.	CCc1ccc(Nc2n[n+](-c3ccccc3)c(/C=C/c3ccccc3)s2)cc1
2.4	3	40	-9	-3.8	-13	5	1	6	C=CCOc1ccc2c(CC)cc(=O)oc2c1C
-2.5	6	16	-4	-1.2	-8	7	30	4	Cc1ccc(C2/C(=C(/O)c3cnn(-c4ccccc4)c3C)C(=O)C(=O)N2CCN2CCOCC2)o1 (configuration not stated)
-1.8	-3	8	-1	-4.4	5	2	5	3	CCc1ccccc1OCC(=O)Nc1ccc(S(N)(=O)=O)cc1
-2.1	.	9	-15	-2.2	0	2	-65	1	O=C(Nc1ccncc1)Nc1ccc(Br)cc1Cl
0.0	-4	11	1	-1.0	-11	-8	28	6	CC1CCN(C(=O)CCc2nnc3ccc(N4CCC5(CC4)OCCO5)nn23)CC1
-1.5	0	11	20	0.1	8	2	2	1	CC(NC(=S)Nc1ccccc1Cl)C(c1ccccc1)N1CCOCC1 (configuration not stated)
-2.1	-3	17	-6	-0.7	-15	-7	-17	0	Cc1cc(C)cc(OCc2nnc(SCC(=O)c3ccc(Br)cc3)o2)c1
-1.4	1	37	-15	4.3	-7	-3	3	-3	CCOc1ccc(-c2nc(CSc3nncs3)cs2)cc1OC
-1.8	3	-16	-4	-3.4	-10	0	-10	-2	CCn1c(SCc2ccccc2)nnc1-c1cccnc1
-4.0	-1	13	-2	-2.7	-1	25	2	8	CC(C)C(=O)Nc1ccc(N2CCCC2)cc1
-3.9	4	4	-12	-3.0	8	-6	5	-3	CCCCCSc1nnc(-c2ccccc2NC(C)=O)c(=O)[nH]1
-0.5	-11	.	5	-2.7	-5	-2	13	2	COc1ccc(NC(=S)N2CCCCC2c2cccnc2)cc1 (configuration not stated)
-1.9	7	19	-8	-2.3	0	-2	-10	0	COc1ccc(Cl)cc1NC(=O)C(C)OC(=O)c1ccc(NS(=O)(=O)c2ccc3[nH]c(=O)[nH]c3c2)cc1 (configuration not stated)
-2.2	-1	15	-18	-1.9	-7	3	9	-3	CCCc1ccc(-c2cc(C(=O)NCCc3ccc(S(N)(=O)=O)cc3)c3ccccc3n2)cc1
-0.5	-2	11	4	-3.4	4	-1	4	6	COc1cc(S(=O)(=O)n2nc(C)cc2C)c(OC)cc1Cl
-4.0	0	36	7	-3.5	0	-3	-6	-5	Cn1cc(SCC(=O)Nc2ccc3c(c2)OCCO3)c2ccccc21
-4.2	5	.	-9	-2.4	-16	18	22	0	N/C(=N\OC(=O)Nc1ccccc1)c1ncc([N+](=O)[O-])s1
-0.7	1	0	-15	-1.3	-4	-1	-14	2	COc1cc(OC)cc(-c2nnc(SCC(=O)N3CCCc4ccccc43)o2)c1
-0.3	-1	2	-3	-0.7	-4	5	54	3	Cc1cc(-n2c(=S)sc3c(=O)n(-c4ccc(F)cc4)c(SCC(=O)O)nc32)ccc1Cl
-2.6	0	17	-6	-1.6	0	-9	-7	2	CC(C)c1onc(C(=O)N2CCCCCC2)c1[N+](=O)[O-]
-4.2	.	1	2	-2.5	-8	2	-2	-2	Cc1ncc(CN2CCCC(C(=O)Nc3ccc(-c4cccc(F)c4)cc3)C2)s1 (configuration not stated)
-2.0	2	5	-10	-5.0	-18	-3	-1	2	CCC1(C)CC(CC(=O)O)(c2ccccc2OC)CCO1 (configuration not stated)
-2.6	-2	-7	-19	-4.2	6	29*	27	-2	O=C(NNC(=O)c1cc2ccccc2cc1O)c1cccs1
0.8	-1	0	5	-1.1	5	4	0	.	C=CCn1cccc(C(=O)Nc2cc(OC)c(OC)c(OC)c2)c1=O
